# ELG1 repair inh = ELG1-dependent DNA repair inhibition | HEK293T ELG1-luciferase reporter, luminescence, 16 h; DNA damage induced by 5-fluorouridine | Potency, µM (doses to about 46.1 µM), for inactives: at the highest dose activity change, negative = inhibition, hits mostly inhibitors | 330,000 compounds, 2.3% hits | AID 504467; also: potency is read from the fitted curve at half-maximal effect; % is scaled to controls: 0 for no effect and ±100 for the full control effect; nearly all actives have a fitted effect of over 55% in size
#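 Quantitative HTS, concentration-response format. 2,000 cells/well co-treated with 5-fluorouridine and compound, 16 hr in 5% CO2 at 37 °C; ONE-Glo luminescence read after 30 min.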
# Mito fusion yeast = mitochondrial division inhibition or fusion activation; S. cerevisiae fusion-defective mutant growth rescue, CellTiterGlo 48 h; Potency, µM (highest dose often 46.1 µM), for inactives: at the highest dose growth rescue (activation), most hits filed as activators; 320,000 compounds, 0.23% hits; AID 485298;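 also: potency is read from the fitted curve at half-maximal effect; % of control where 0% means no effect; nearly all actives have a fitted effect of over 45% in size; temperature-sensitive fusion mutants such as fzo1-1 at 37 °C on non-fermentable ethanol glycerol medium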
#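 Compounds are tested for their ability to restore growth of mitochondrial fusion-defective yeast strains at non-permissive 37C in YPEG medium over 48 hours. Viability is quantified by luciferase luminescence.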
# TSHR antag = human thyrotropin receptor antagonism | P16473 | TSHR-expressing cells, TSH-stimulated cAMP HTRF, 2 h; stronger effect = lower value | activity change, negative = inhibition, % at 11.5 µM | 330,000 compounds, 0.2% hits;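 active = activity change below a set negative limit, meaning inhibition stronger than a set level, cut at about -70% in these data; inconclusive = activity change between two set negative limits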; also: % is scaled to controls: 0 for no effect and ±100 for the full control effect
# Target sequence (P16473 whole entry, looked up): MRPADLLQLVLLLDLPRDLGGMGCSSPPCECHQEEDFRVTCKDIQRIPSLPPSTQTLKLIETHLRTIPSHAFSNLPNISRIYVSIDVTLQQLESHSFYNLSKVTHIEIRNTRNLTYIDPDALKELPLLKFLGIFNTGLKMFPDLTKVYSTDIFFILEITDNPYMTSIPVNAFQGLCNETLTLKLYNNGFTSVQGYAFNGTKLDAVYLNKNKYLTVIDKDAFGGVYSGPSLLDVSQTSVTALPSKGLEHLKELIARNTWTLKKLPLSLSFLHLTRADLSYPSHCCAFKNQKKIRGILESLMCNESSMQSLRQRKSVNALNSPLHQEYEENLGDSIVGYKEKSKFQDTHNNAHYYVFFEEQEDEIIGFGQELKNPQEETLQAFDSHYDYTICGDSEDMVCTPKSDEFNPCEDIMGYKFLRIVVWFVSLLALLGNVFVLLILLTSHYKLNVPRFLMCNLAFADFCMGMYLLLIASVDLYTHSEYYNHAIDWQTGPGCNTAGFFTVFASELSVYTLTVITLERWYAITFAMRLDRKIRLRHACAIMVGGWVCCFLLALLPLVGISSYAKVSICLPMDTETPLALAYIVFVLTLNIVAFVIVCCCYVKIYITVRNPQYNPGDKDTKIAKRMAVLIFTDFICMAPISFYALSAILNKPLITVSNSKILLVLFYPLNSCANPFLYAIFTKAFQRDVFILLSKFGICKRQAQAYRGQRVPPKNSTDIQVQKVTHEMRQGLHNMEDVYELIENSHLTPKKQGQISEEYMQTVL
#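 Inhibition of cAMP made by TSHR-expressing cells under TSH stimulation (4nM final, EC80; 2 h, 37 deg C) is quantified with a one-step lysis HTRF kit, anti-cAMP cryptate versus cAMP-d2.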
# TCR activator = activates T cell receptor signaling | primary human leukocytes, anti-CD3, IL-2 HTRF, 48 h | Potency, µM (top dose mostly 9.22 µM), inactives show at the top dose activation of IL-2 secretion, most hits filed as activators | 330,000 tested, under 10 active; also: % of control where 0% means no effect
#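 Using a-CD3 beads without co-stimulation, primary human leukocytes were exposed to compounds for 48 hr. An HTRF IL-2 kit measured the cytokine, with europium-to-d2 energy transfer producing emission at 665nm upon 320nm excitation.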
# USP2a block = USP2a (human) protease inhibition; O75604; USP2 core, Ub-CHOP2 coupled fluorogenic reporter, 485/531; Potency, µM (doses to about 38.3 µM), for the others: at the highest dose activity change, negative = inhibition, usual class: inhibitors; 330,000 compounds, 0.01% hits; AID 463254;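 also: potency is read from the fitted curve at half-maximal effect; plate controls were DMSO wells for no effect and full inhibition by NEM control for full effect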
#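 Deubiquitinase activity read as fluorescence (485/531 nm) after Ub-CHOP2 cleavage activates the enterokinase reporter on its substrate; USP2 core 10nM, Ub-CHOP2 and substrate 25nM each, 30min compound preincubation then 60min RT; data normalized to NEM, curves fitted.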
# uPA generation = cell surface uPA generation inhibition | cell surface uPA generation assay, qHTS | Potency, µM (top dose mostly 38.3 µM), without a hit: at the top dose activity change, negative = inhibition, hits mostly inhibitors | 330,000 compounds, 0.31% hits | AID 540303; active = well fitted inhibition curve with a large enough effect; inconclusive = small, poorly fitted or top-dose-only effect; inactive = no such curve, though single readings can be large or run the other way; tested in mouse RAW 264.7 cells; also: potency is read from the fitted curve at half-maximal effect; % is scaled to controls: 0 for no effect and ±100 for the full control effect; nearly all actives have a fitted effect of over 55% in size
# Tb PFK inh = inhibitors of T. brucei phosphofructokinase | 330,000 compounds, 0.17% hits | Potency, µM (top dose mostly 57.5 µM), inactives show at the highest dose activity, negative = inhibition, usual class: inhibitors | O15648 | T. brucei PFK, ADP-Glo luminescence;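 also: potency is read from the fitted curve at half-maximal effect; 0% = uninhibited 1x PFK enzyme wells and -100% = no-enzyme wells; nearly all actives have a fitted effect of over 60% in size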
#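 In TEA buffer at pH 8.0 with 5 mM MgCl2, enzyme (1.25 nM) converted F6P (0.5 mM) and ATP (0.1 mM) for 45 min at room temperature. ADP product was read by luciferase luminescence.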
# Eya2 inh = blocks the phosphatase activity of human Eya2; recombinant Eya2, OMFP fluorescence dephosphorylation (OMFP is methylfluorescein phosphate); Potency, µM (top dose mostly 76.9 µM), inactives show top-dose activity, negative = inhibition, most hits filed as inhibitors; 330,000 compounds, 0.006% hits; AID 488837; also: potency is read from the fitted curve at half-maximal effect; % is scaled to controls: 0 for no effect and ±100 for the full control effect
#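 Eya2 protein (added as 0.2 uM solution) was preincubated with compound for 10 min at ambient temperature in 50 mM HEPES pH 7.5, 50 mM NaCl, 5 uM MgCl2, 0.05% BSA, 1 mM DTT. OMFP (added at 50 uM) then reacted 10 min; fluorescence read at 485/525 nm.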
# TSG101-PTAP inh = blocks PTAP/TSG101 interaction to inhibit HIV-1 budding | AID 493005 | Fluorescence polarization, FITC-PTAP peptide / Tsg101 binding | Q99816 | Potency, µM (doses to about 115 µM), for the others: top-dose activity change, negative = inhibition, actives largely listed as inhibitors | 340,000 tested, under 10 active; active = well fitted inhibition curve with a large enough effect in the main read-out, with a control signal flat, not every such curve was filed as active; inconclusive = small, poorly fitted or top-dose-only effect, or effect the other way, or a change in a side signal; inactive = no such curve, though single readings can be large or run the other way; also: potency is read from the fitted curve at half-maximal effect; % of control where 0% means no effect
# Target sequence (Q99816 whole entry, looked up): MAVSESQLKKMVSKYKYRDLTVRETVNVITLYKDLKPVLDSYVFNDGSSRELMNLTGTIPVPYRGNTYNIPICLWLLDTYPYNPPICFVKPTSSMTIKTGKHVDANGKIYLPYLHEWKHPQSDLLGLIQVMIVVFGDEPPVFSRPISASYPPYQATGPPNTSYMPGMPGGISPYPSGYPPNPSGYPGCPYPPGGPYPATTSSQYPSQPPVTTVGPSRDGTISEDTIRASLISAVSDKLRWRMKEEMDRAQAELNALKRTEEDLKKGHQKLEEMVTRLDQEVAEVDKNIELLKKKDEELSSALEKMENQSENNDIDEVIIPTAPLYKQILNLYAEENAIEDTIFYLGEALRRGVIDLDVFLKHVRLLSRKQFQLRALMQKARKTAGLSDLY
#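 Fluorescence polarization binding of Tsg101 binding domain (10 uM final) to FITC-labeled PTAP peptide (50 nM final) in HEPES pH 7.5 buffer with NaCl, Tween 20, EDTA, TCEP. Compounds added before peptide; binding 20 min at RT.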
# B2AR arrestin = beta2AR (human) beta-arrestin recruitment activity; P07550; beta-arrestin recruitment to beta2AR, cell-based reporter; Potency, µM (highest dose often 46.1 µM), without a hit: top-dose activation, actives largely listed as activators; 330,000 compounds, 0.02% hits;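 also: potency is read from the fitted curve at half-maximal effect; 0% = DMSO controls and full agonism = EC100 isoproterenol or metaproterenol; nearly all actives have a fitted effect of over 65% in size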
# Chronic BCR inh = inhibitors of chronic active B-cell receptor signaling | ABC-DLBCL IkBa-CBG/CBR reporter, luminescence ratio, 4 h | Potency, µM (titrated, usually from 46.1 µM), for inactives: at the top dose ratio change, negative = lower green/red ratio, hits mostly inhibitors | 340,000 compounds, 0.05% hits | AID 493014; active = well fitted inhibition curve with a large enough effect in the signal ratio, with a control signal flat, not every such curve was filed as active; inconclusive = small, poorly fitted or top-dose-only effect, or effect the other way, or a change in a side signal; the % refers to the signal ratio;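 also: potency is read from the fitted curve at half-maximal effect; plate controls were basal doxycycline-induced cells for no effect and cells given 10 µM MG132 for full effect; MG132 reads +100%, hits lower the ratio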
#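 TMD8 human ABC-DLBCL cells with doxycycline-inducible IκBα–green luciferase fusion and unfused red luciferase, in 0.5% FBS medium; compounds up to 46 uM, 4 h at 37C. Green/red luminescence ratio, filter-overlap corrected, fitted to concentration-response curves.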
# The depositor's hits bear a star; ? = inconclusive; nt = no result given; [ ] = another dose, or the depositor's remark. Unless noted, calls follow the shape of the dose curve; as a rule, active = well fitted curve in the direction sought with a large enough effect; inconclusive = small, poorly fitted or top-dose-only effect, or another doubt; inactive = no such curve, though single readings can be large; an effect the other way counts as inactive or inconclusive.
SMILES,ELG1 repair inh,Mito fusion yeast,TSHR antag,TCR activator,USP2a block,uPA generation,Tb PFK inh,Eya2 inh,TSG101-PTAP inh,B2AR arrestin,Chronic BCR inh
CN(NC(=O)c1c(Cl)cccc1Cl)c1cccc(Cl)n1,0%,-1%,2,-1%,4%,-7%,2%,-2%,0%,-0.1%,-2%
Cc1ccc(C(=O)OCC(=O)NCCC2=CCCCC2)cc1N,-9%,-2%,-5,4%,0%,1%,0%,-20%,-2%,-0.1%,-19%
Cc1cccc(NC(=S)NC2CC3CCCC(C2)N3CC(C)C)c1 (configuration not stated),-10%,-1%,4,4%[46.1 µM],0%,2%,2%,-5%,-3%,1.3%,10%
Cc1ccc(S(=O)(=O)N2CCCCC2)cc1NC(=O)COC(=O)Cc1cccc(C(F)(F)F)c1,3%,-2%,9,5%[46.1 µM],0%,-5%,0%,-2%,0%,-1.3%,4%
Cc1cccc(C)c1NC(=O)CNC(=O)C1CCCC1,2%,-6%,-10,15%,0%,6%,-3%,-4%,-4%,-0.4%,-4%
CC(C)N(C(=O)[C@H]1C[C@H](CC(=O)NCCc2ccccn2)C(=O)N2CCc3c([nH]c4cc(-c5ccco5)ccc34)[C@]12C)C(C)C,?,nt,6,0%[46.1 µM],1%,?,-4%,2%,-1%,-0.3%,?
O=C(O)c1cccc(NC(=S)NC(=O)c2ccncc2)c1,14%,-4%,9,3%,1%,3%,8%,12%,-6%,0.0%,?
CC(C)c1cc(C(=O)N/N=C/c2ccoc2)cs1,?,-2%,-2,2%,-10%,2%,-3%,2%,-2%,0.2%,-4%
O=c1[nH]c(CN2CCOCC2)nc2cc(Cl)ccc12,2%,-4%,-3,0%,4%,-3%,-4%,3%,-2%,0.2%,-11%
Cn1nnnc1SCc1csc(C2C(C#N)=C(N)OC3=C2C(=O)CCC3)c1 (configuration not stated),0%,0%,-8,-5%,-1%,0%,5%,0%,0%,-0.1%,?
N=c1n(CCCOc2ccc(Br)cc2)c2ccccc2n1CC(N)=O,7%,1%,0,10%,0%,-22%,-4%,19%,1%,-0.4%,?
C[C@H](CO)N1C[C@H](C)[C@@H](CN(C)S(C)(=O)=O)Oc2ccc(NC(=O)CCN3CCOCC3)cc2C1=O,26%,nt,-11,4%,0%,15%,-1%,-3%,-6%,-0.3%,?
O=c1c2c(-c3ccccc3)csc2nc2c3ccccc3c(NCCN3CCOCC3)nn12,8%,-44%[inhibitor],-2,-3%,-15%,-7%,13%,2%,-3%,-0.2%,?
COC(=O)CSc1nnc(CNC(=O)c2ccc(OC)c(OC)c2)n1C,6%,0%,2,-5%,1%,7%,3%,3%,-1%,0.0%,5%
Cc1cccc2c3nc4ccccc4nc3n(CCCN3C(=O)c4ccccc4C3=O)c12,-17%,-1%,-6,4%[46.1 µM],10%,17%,0%,-7%,-14%,-1.1%,-3%
CN1CCC(N(C)S(=O)(=O)c2ccc(F)cc2F)CC1,14%,-6%,10,-7%,1%,0%,-14%,2%,-3%,0.0%,-20%
Cc1noc(COc2ccccc2OCC(O)CNC(C)(C)C)n1 (configuration not stated),8%,-1%,11,-2%,4%,2%,1%,15%,-3%,-0.3%,0%
COc1cccc(CNC(=O)CC2Sc3ccccc3NC2=O)c1 (configuration not stated),-8%,-4%,8,nt,0%,2%,-8%,2%,1%,0.0%,?
C=CCC(=O)N1CCCC(CO)(Cc2ccc(F)cc2F)C1 (configuration not stated),-2%,0%,-5,-5%,0%,3%,1%,4%,-5%,0.4%,11%
CC1CCCCN1S(=O)(=O)c1ccc2c(c1)CCN2C(=O)CCC(=O)O (configuration not stated),-4%,-1%,23,-1%,0%,nt,-1%,3%,-5%,-0.4%,2%
O=C(Nc1cccnc1)/C(N=Nc1ccc(Cl)c(C(F)(F)F)c1)=C(\O)c1ccccc1,7%,3%,15,3%[46.1 µM],-1%,-1%,0%,-4%,0%,-1.0%,-5%
Cc1c(NP(=O)(Oc2ccccc2F)Oc2ccccc2F)c(=O)n(-c2ccccc2)n1C,6%,-1%,4,-6%[46.1 µM],1%,0%,3%,1%,-2%,-0.8%,-1%
O=C(CCCOc1ccc(Cl)cc1)Nc1nncs1,3%,-7%,-5,-1%,0%,-2%,-4%,-22%,-7%,-1.0%,0%
Cc1ccc(S(=O)(=O)NCC(=O)OCC(=O)NC2CCCCC2)cc1,?,nt,-7,1%,5%,6%,5%,-15%,-3%,-0.1%,2%
CCOC(=O)C1=C(O)/C(=C\c2cc(C)n(-c3ccc(F)cc3)c2C)N=C1C,-1%,7%,8,2%,1%,2%,1%,11%,2%,-0.4%,?
CN1CCN(S(=O)(=O)c2ccc(N(C)Cc3ccc(C(F)(F)F)cc3)c([N+](=O)[O-])c2)CC1,9%,0%,1,-4%,-14%,-5%,0%,-28%,-1%,0.0%,?
O=C(NCC1CCN(S(=O)(=O)c2ccccc2)CC1)Nc1ccccc1,7%,5%,29,-5%,1%,4%,6%,-20%,-4%,-0.5%,4%
O=C1CC(N2CCOCC2)=NN1c1ccc([N+](=O)[O-])cc1,-8%,-4%,-2,-1%,-2%,-3%,-1%,-12%,2%,-0.5%,-8%
CSC(=O)CC(=O)NC(=O)c1ccccc1,7%,-6%,-4,4%,3%,-3%,-1%,-8%,-3%,0.0%,?
O=C(O)CC12CC3CC(C1)CC(n1cncn1)(C3)C2,0%,-1%,2,0%,1%,4%,4%,-2%,1%,-0.2%,-13%
COc1cccc(Oc2ccc(OC)cc2C(=O)O)c1,-4%,-3%,3,0%,1%,1%,-2%,4%,-4%,-0.1%,9%
CCOC(=O)c1ccc(NS(=O)(=O)c2ccc(-c3coc(C)n3)cc2)cc1,15%,-6%,0,-3%,-1%,-4%,0%,-3%,-6%,0.1%,0%
Cc1ccc(CONS(=O)(=O)c2cc(C)ccc2C)cc1,-19%,?,-11,1%,0%,15%,4%,-9%,-4%,-0.1%,2%
COc1ccccc1C(=O)OC(C)CN1CCN(C)CC1 (configuration not stated),-1%,1%,-2,0%,0%,?,1%,6%,-4%,-0.7%,-3%
CCC(C)NC(=O)c1nc2c(nnn2Cc2ccccc2Cl)c(=O)[nH]1 (configuration not stated),9%,9%,-1,3%,5%,-2%,3%,16%,-1%,-1.2%,8%
N#Cc1c(N)nc(SCC(=O)NC2CCCCC2)c(C#N)c1-c1ccc(Cl)cc1,-4%,-1%,-11,-3%,2%,nt,6%,17%,-3%,-4.5%,-2%
N#C/C(=C\c1cccnc1)c1ccc(Br)cc1,-14%,24%,-8,-2%,3%,?,1%,-4%,-2%,-0.4%,?
Cc1cc(NC(=O)COC(=O)c2ccc(S(=O)(=O)N3CCCC3)cc2)no1,7%,20%,3,2%,-1%,-6%,0%,14%,-4%,-0.2%,1%
CCC(C)(C)NC(=O)C(c1cccc(OC)c1OC)N(CCOC)C(=O)CCC(=O)Nc1cc(C)on1 (configuration not stated),12%,-12%,-3,8%,-1%,3%,0%,-4%,-1%,0.1%,-2%
CC(Oc1ccccc1F)C(=O)NC1CCS(=O)(=O)C1 (configuration not stated),-9%,-1%,21,12%,1%,-2%,2%,6%,-4%,-0.3%,3%
CCc1ccccc1NC1c2ccccc2C(=O)N1c1cc(C)ccn1 (configuration not stated),6%,-1%,-18,11%[46.1 µM],2%,-2%,-3%,-16%,-5%,0.4%,-10%
Cc1noc(C)c1COc1ccc(C(=O)NCC2CCCO2)cc1 (configuration not stated),?,2%,-1,8%,0%,1%,1%,32%,2%,0.1%,?
CC(C)OP(=O)(OC(C)C)C(NC(=O)c1cccc([N+](=O)[O-])c1)C(N)=O (configuration not stated),6%,-1%,-9,-1%,1%,0%,2%,9%,-6%,0.2%,6%
O=C(CC(Nc1ccc(Cl)cc1Cl)C(=O)O)c1ccccc1 (configuration not stated),?,-5%,-4,-3%,-2%,?,20%,1%,-4%,0.1%,11%
O=C(NC1CCCCC1)C(c1ccco1)N(Cc1cccs1)C(=O)Cn1nnc2ccccc21 (configuration not stated),?,6%,17,nt,?,-9%,2%,0%,nt,0.2%,-4%
CC(=O)N1CCN(c2ccc(Oc3nnnn3-c3ccccc3)cc2)CC1,?,-1%,-5,1%,4%,-1%,-1%,20%,-3%,0.1%,0%

# Screening data deposited in PubChem BioAssay by National Center for Advancing Translational Sciences (NCATS).

# The order is random; 3% or so of the library scored in one or more.
